Pol kappa inh: DNA polymerase kappa (human) inhibition | Q9UBT6 | purified Pol kappa, fluorescent DNA synthesis assay, 10 min | Potency, µM (series often up to 107 µM), for the others: at the top dose activity, negative = inhibition, actives largely listed as inhibitors | actives 0.53% (n = 400,000); note: potency is the fitted concentration of half-maximal effect; % is set by controls: 0 for no effect and ±100 for the full control effect
Target sequence (Q9UBT6 whole entry, looked up): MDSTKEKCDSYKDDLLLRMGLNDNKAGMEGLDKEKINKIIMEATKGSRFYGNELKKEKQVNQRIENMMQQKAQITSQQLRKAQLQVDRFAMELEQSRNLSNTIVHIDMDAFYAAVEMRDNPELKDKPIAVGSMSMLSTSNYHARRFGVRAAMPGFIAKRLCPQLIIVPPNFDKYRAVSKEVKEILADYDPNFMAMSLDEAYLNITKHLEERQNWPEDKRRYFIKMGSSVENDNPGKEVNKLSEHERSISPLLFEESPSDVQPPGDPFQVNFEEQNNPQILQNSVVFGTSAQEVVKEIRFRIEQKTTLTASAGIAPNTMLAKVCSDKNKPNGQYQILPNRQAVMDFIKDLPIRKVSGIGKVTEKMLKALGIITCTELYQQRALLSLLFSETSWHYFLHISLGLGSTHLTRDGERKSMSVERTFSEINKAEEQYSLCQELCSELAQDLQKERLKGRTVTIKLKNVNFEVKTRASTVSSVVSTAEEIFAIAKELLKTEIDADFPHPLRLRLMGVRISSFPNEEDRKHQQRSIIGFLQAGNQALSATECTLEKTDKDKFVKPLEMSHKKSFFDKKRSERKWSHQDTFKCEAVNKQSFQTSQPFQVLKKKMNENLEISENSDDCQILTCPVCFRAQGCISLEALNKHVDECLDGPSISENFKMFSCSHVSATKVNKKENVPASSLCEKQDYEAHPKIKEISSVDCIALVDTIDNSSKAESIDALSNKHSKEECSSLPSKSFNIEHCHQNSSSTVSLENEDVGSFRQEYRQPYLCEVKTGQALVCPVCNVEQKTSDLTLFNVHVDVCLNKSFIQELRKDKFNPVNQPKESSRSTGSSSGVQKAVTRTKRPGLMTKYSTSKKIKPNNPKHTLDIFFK
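Readout: fluorescence, taken kinetically at 0 and 10 min. Conditions: 10 nM Pol kappa, 15 min RT compound preincubation, 50 nM substrate final. Controls: enzyme-free buffer wells.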
Anesthetic bind: binds horse apoferritin like a general anesthetic | apoferritin/1-aminoanthracene competitive binding, fluorescence | Potency, µM (doses to about 77.5 µM), for the others: at the highest dose activity change, negative = displacement, most hits filed as inhibitors | actives 0.074% (n = 350,000); note: potency is the fitted concentration of half-maximal effect; % is set by controls: 0 for no effect and ±100 for the full control effect; nearly all actives have a fitted effect of over 20% in size
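Probe: 1-aminoanthracene (50% saturated, PBS). Protein: horse-spleen apoferritin, 10 uM. Incubation: 10 min, room temperature. Detection: 380 nm excitation, 535 nm emission. Analysis: normalized response, four-parameter Hill.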
RGS4 inhibitor: human RGS4 inhibition; P49798; Transcreener GDP fluorescence polarization, RGS4-accelerated GTP hydrolysis; Potency, µM (highest dose often 114 µM), without a hit: top-dose activity change, negative = inhibition, hits mostly inhibitors; actives 0.039% (n = 390,000); AID 504845; note: potency is the fitted concentration of half-maximal effect; % is set by controls: 0 for no effect and ±100 for the full control effect; nearly all actives have a fitted effect of over 75% in size; some results filed as inactive show a strong effect at the top dose
Target sequence (P49798 whole entry, looked up): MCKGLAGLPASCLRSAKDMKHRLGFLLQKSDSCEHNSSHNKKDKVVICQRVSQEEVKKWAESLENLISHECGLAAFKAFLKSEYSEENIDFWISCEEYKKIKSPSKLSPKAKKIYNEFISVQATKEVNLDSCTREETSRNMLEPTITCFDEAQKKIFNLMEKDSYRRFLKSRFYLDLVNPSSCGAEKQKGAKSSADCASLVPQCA
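MLSMR compounds (23 nl, pin-transferred) preincubated 10 min at room temperature with a 500nM (2x) first reagent, then RGS4 at 900nM (2x) plus Transcreener GDP mix added; fluorescence polarization (620/688 nm) read before and after 90 min at 30 °C.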
ALOX12 inh: inhibitors of human 12S-lipoxygenase ALOX12 | actives 1.1% (n = 580,000) | P18054 | purified 12hLO, xylenol orange hydroperoxide absorbance | Potency, µM (titrated, usually from 108 µM), for inactives: at the top dose activity change, negative = inhibition, hits mostly inhibitors; note: potency is the fitted concentration of half-maximal effect; % is set by controls: 0 for no effect and ±100 for the full control effect
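Hydroperoxide product was detected by ferrous iron/xylenol orange as the 573 to 405 nm absorbance ratio. Arachidonic acid at 40 uM (final) was turned over for 30 min at room temperature by 150 nM human 12hLO, pH 7.0 Hepes buffer, after 15 min compound preincubation.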
ERG-DNA inh: inhibitors of human ERG Ets domain-DNA interaction. P11308. fluorescence polarization, His-ERG Ets domain / labelled DNA. Potency, µM (titrated, usually from 76.9 µM), without a hit: top-dose FP activity, negative = inhibition, usual class: inhibitors. actives 0.028% (n = 370,000). AID 624246; active = well fitted inhibition curve with a large enough effect in the polarisation, with a control signal flat; inconclusive = small, poorly fitted or top-dose-only effect, or effect the other way, or a change in a side signal; inactive = no such curve, though single readings can be large or run the other way; the % refers to the polarisation;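 note: polarization taken with two DNA probes labelled with fluorescein and Texas red; potency is the fitted concentration of half-maximal effect; % of control where 0% means no effect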
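His-tagged ERG Ets domain (1 uM in the protein solution; 300mM KCl, 50mM Tris-HCl, 1mM EDTA, 1mM DTT, pH 7.5) received compound, then a probe mix of 5 nM fluorescein-DNA and 100nM Texas-615-DNA. Fluorescence polarization was read for both dyes.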
POLH inh: DNA polymerase eta (human) inhibition; AID 588591; recombinant Pol eta, fluorescent DNA replication assay; actives 1.2% (n = 390,000); Potency, µM (top dose mostly 114 µM), for the others: at the top dose activity change, negative = inhibition, hits mostly inhibitors; note: potency is the fitted concentration of half-maximal effect; % is set by controls: 0 for no effect and ±100 for the full control effect
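Pol eta at 10 nM preincubated with compounds 15 min at room temperature; reaction started with fluorescent substrate (50 nM final) and read kinetically at 0 and 10 min.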
LDHA inh: inhibitors of human lactate dehydrogenase A. actives 0.15% (n = 480,000). P00338. purified LDHA, NADH/diaphorase-resazurin fluorescence; hits give low values. activity change, % (values are at about 110 or 230 µM). AID 1347041; in the data active = activity change below about -30%; inconclusive = mostly about -25% to -30%;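 note: plate controls were DMSO wells for no effect and wells without enzyme for full effect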
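Human LDH5 (2 nM) was incubated with 0.06 mM NADH and 0.2 mM pyruvate for 5 min at room temperature in Tris pH 7.4. Remaining NADH was coupled through diaphorase/resazurin, and resorufin fluorescence was read at 0 and 20 min.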
Pol beta inh: blocks human DNA polymerase beta activity; P06746; Pol beta primer extension/strand displacement, fluorescence kinetic; Potency, µM (series often up to 114 µM), inactives show at the top dose activity change, negative = inhibition, actives largely listed as inhibitors; actives 1.3% (n = 340,000); AID 485314; note: potency is the fitted concentration of half-maximal effect; % is set by controls: 0 for no effect and ±100 for the full control effect
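Reaction started by 50 nM substrate onto compound-treated Pol beta (10 nM, 15 min preincubation, room temperature); plates read at 0 min and 10 min. Normalized concentration-effect data fitted by four-parameter Hill equation.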
APE1 inh: APE1 (human) endonuclease inhibition; recombinant APE1, TAMRA/BHQ-2 abasic DNA cleavage fluorescence; Potency, µM (top dose mostly 65.8 µM), without a hit: at the top dose activity change, negative = inhibition, usual class: inhibitors; actives 0.35% (n = 350,000); P27695;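 note: potency is the fitted concentration of half-maximal effect; plate controls were vehicle for no effect and reference inhibitor for full effect; nearly all actives have a fitted effect of over 55% in size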
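Activity was derived from the fluorescence gain between first and third kinetic reads (60 s intervals, ex 525/em 598 nm) after 50 nM THF-abasic TAMRA/BHQ-2 duplex was added to 0.75 nM APE1 preincubated 15 min with compound.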
* = called active by the depositor; u = inconclusive; x = no result given; [ ] = another dose, or the depositor's remark. Unless noted, calls come from the whole dose curve; as a rule, active = well fitted curve in the direction sought with a large enough effect; inconclusive = small, poorly fitted or top-dose-only effect, or another doubt; inactive = no such curve, though single readings can be large; an effect the other way counts as inactive or inconclusive. An excerpt; count on the stated rates, not on these rows.

SMILES	Pol kappa inh	Anesthetic bind	RGS4 inhibitor	ALOX12 inh	ERG-DNA inh	POLH inh	LDHA inh	Pol beta inh	APE1 inh
COc1cc2c(C(=O)N3CCCc4ccccc43)cn(C)c(=O)c2cc1OC	-23%	5%	-6%[56.9 µM]	0%	-5%	-8%	-5	1%	-6%
COc1ccccc1CC(NC(C)=O)C(=O)NC1CCN(C(=O)c2cccc(Cl)c2)CC1 (centres undefined)	9%	-9%	16%	-5%	10%	-5%	-8	-29%	22%
COc1cccc(NC(=S)N(CCCN2CCN(C)CC2)Cc2ccco2)c1	0%	-3%	-38%	-4%	5%	-17%	2	23%	3%
COCCNC(=O)CCN1C(=O)c2cccnc2Oc2ccc(C)cc21	-6%	-9%	0%	-22%	-10%	-12%	-3	-19%	x
Cn1c2ccccc2c(=O)c2ccc(NCc3ccc4c(c3)OCO4)cc21	-22%	x	-10%	u	13%	-2%	0	x	x
CCCCCOC(=O)C1=C(C)Nc2ncnn2C1c1cccs1 (centres undefined)	-23%	-9%	19%	-16%	-5%	6%	-9	7%	-3%
COc1cccc(C(=O)N2c3cc(C)ccc3C(C)(c3ccccc3)CC2(C)C)c1 (centres undefined)	-14%	1%	-19%	-11%	6%	-26%	-2	3%	x
Cc1nn(-c2ccccc2)c(CC(C)(C)C(=O)O)c1C(=O)O	-8%	3%	-8%[11.4 µM]	-9%	u	-12%	-4	u	-6%
Cc1cccc2c(=O)cc(CSc3ccccc3NC(=O)c3cccc(F)c3)[nH]c12	-4%[60.1 µM]	0%	-18%	-16%	-10%	-8%	0	-16%	x
Cc1ccccc1NC(=O)N1C2CCC1CC(O)(c1cccnc1)C2 (centres undefined)	-1%	-6%	33%	-2%	2%	-11%	-9	13%	-1%
COc1ccc2ccccc2c1/C=N/NC(=O)c1cccc(Br)c1	-8%	2%	7%	0%	-5%	-21%	-5	25%	3%
CCOC(=O)C(NC(=O)c1ccccc1)C(C)(C)SCc1ccccc1 (centres undefined)	-5%	x	-3%	-15%	-4%	-11%	-3	x	x
COc1cc(C2N(c3ccc(Cl)c(Cl)c3)C(=O)C3CCCN32)cc(OC)c1OC (centres undefined)	8%	-10%	-31%	-20%	4%	-14%	0	0%	-4%
CC(CNC(=O)c1ccc(Cn2c(=O)c3cccn3c3cccnc32)cc1)c1ccccc1 (centres undefined)	-3%	-14%	17%	-20%	9%	9%	-10	36%	x
Cc1c(C)c(C)c(/C=[N+](/C)[O-])c(C)c1C	0%	6%	-6%	u	0%	-8%	-1	-26%	0%
CNn1cnc2ccsc2c1=O	2%	-4%	-12%	u	-2%	-17%	3	5%	-4%
CN1CCc2c(sc(NC(=O)C3CCN(S(=O)(=O)c4cccs4)CC3)c2C(N)=O)C1	-43%	x	-12%	-19%	11%	-18%	-2	x	46%
C=CC[C@@H](CC(=O)N[C@@H](CO)Cc1ccccc1)C(=O)NC[C@@H](OC(=O)[C@@H](CC=C)Cc1ccc(F)cc1)c1ccccc1	-9%	x	-2%	-7%	-5%	-17%	-13	x	7%
C=C1CC[C@@H]2[C@](C)(CCC[C@@]2(C)/C=C/[C@@H](O)C(C)(C)O)[C@H]1CC(=O)NCCS(=O)(=O)O	u	x	9%	u	1%	18µM*	-2	x	x
CC(C)c1ccc(/C=N/NC(=O)c2cc(-c3cccc([N+](=O)[O-])c3)n[nH]2)cc1	-18%	-9%	-23%	89%[activator]	0%	u	-2	22µM*	10%
CCOC(=O)c1c(NC(=O)CCC(=O)NCc2ccco2)sc2c1CCCC2	-10%	-13%	-16%	3%	12%	6%	1	6%	-4%
O=S(=O)(/N=C(/Nc1ccc(F)cc1F)c1ccc(Cl)cc1)c1ccccc1	-1%	-7%	-16%	0%	1%	-12%	-7	34%	-2%
C(=C\N1CCCCCC1)/c1nnnn1-c1ccc(-c2ccccc2)cc1	0%	0%	8%	0%	6%	-9%	3	-3%	-4%
OCCN1CCN(c2ncnc3c2sc2nc(N4CCOCC4)c4c(c23)CCC4)CC1	-20%	u	-13%	16%	x	-23%	10	u	-7%
COc1ccc(S(=O)(=O)N(CC(=O)NCc2ccco2)C2CCCCC2)cc1OC	-4%	-13%	-12%	-24%	x	-17%	-5	0%	8%
CC(C)Cc1ccc(C(C)C(N)=Nc2ccc(O)cc2)cc1 (centres undefined)	3%	x	10%	-84%	7%	-3%	-2	x	x
COc1ccc(-n2c(SCC(=O)Nc3ccccc3)nc(O)cc2=O)cc1	-13%	3%	-12%	u	2%	-17%	-7	2%	-3%
C/C(=N\NC(=O)c1ccc(Cl)cc1)c1ccc(Br)s1	-8%	-20%	29%	4%	-12%	4%	-10	-8%	0%
Cc1ccc(CNC(=O)CCCc2nc3ccccc3s2)cc1	-1%	-15%	-7%	-12%	3%	-14%	4	40%	13%
COc1ccc(N2CCN(C(=O)c3cn(CC4CCCCC4)nn3)CC2)cc1	-6%	u	14%	-4%	4%	-14%	-4	13%	24%

An excerpt from above in order of number of heavy atoms, high to low.
SMILES	Pol kappa inh	Anesthetic bind	RGS4 inhibitor	ALOX12 inh	ERG-DNA inh	POLH inh	LDHA inh	Pol beta inh	APE1 inh
C=CC[C@@H](CC(=O)N[C@@H](CO)Cc1ccccc1)C(=O)NC[C@@H](OC(=O)[C@@H](CC=C)Cc1ccc(F)cc1)c1ccccc1	-9%	x	-2%	-7%	-5%	-17%	-13	x	7%
OCCN1CCN(c2ncnc3c2sc2nc(N4CCOCC4)c4c(c23)CCC4)CC1	-20%	u	-13%	16%	x	-23%	10	u	-7%
COc1ccc(S(=O)(=O)N(CC(=O)NCc2ccco2)C2CCCCC2)cc1OC	-4%	-13%	-12%	-24%	x	-17%	-5	0%	8%
CCOC(=O)c1c(NC(=O)CCC(=O)NCc2ccco2)sc2c1CCCC2	-10%	-13%	-16%	3%	12%	6%	1	6%	-4%
O=S(=O)(/N=C(/Nc1ccc(F)cc1F)c1ccc(Cl)cc1)c1ccccc1	-1%	-7%	-16%	0%	1%	-12%	-7	34%	-2%
C(=C\N1CCCCCC1)/c1nnnn1-c1ccc(-c2ccccc2)cc1	0%	0%	8%	0%	6%	-9%	3	-3%	-4%
Cc1ccc(CNC(=O)CCCc2nc3ccccc3s2)cc1	-1%	-15%	-7%	-12%	3%	-14%	4	40%	13%
CC(C)Cc1ccc(C(C)C(N)=Nc2ccc(O)cc2)cc1 (centres undefined)	3%	x	10%	-84%	7%	-3%	-2	x	x
C/C(=N\NC(=O)c1ccc(Cl)cc1)c1ccc(Br)s1	-8%	-20%	29%	4%	-12%	4%	-10	-8%	0%

Additional records.
SMILES	Pol kappa inh	Anesthetic bind	RGS4 inhibitor	ALOX12 inh	ERG-DNA inh	POLH inh	LDHA inh	Pol beta inh	APE1 inh
CC(C(=O)N1CCc2ccccc21)N1CCc2ccccc2C1 (centres undefined)	-2%	3%	-20%	0%	7%	-9%	3	7%	6%
COc1ccc(/C=N/NC(=O)CCn2c3ccccc3c3ccccc32)cc1OC	-11%	4%	u	-27%	-1%	u	-7	-14%	-1%
O=C(NCc1ccco1)/C(=C/c1ccco1)NC(=O)c1ccco1	-4%	-16%	4%	-18%	1%	1%	2	10%	-1%
COc1ccc(CN2CCC(C(=O)Nc3ccc(Oc4cccnc4)cc3)CC2)cc1	-10%	u	9%	-7%	-4%	-20%	-9	0%	46%[activator]
O=C(CSc1nnc(NC(=O)c2ccccc2F)s1)NCC1CCCO1 (centres undefined)	-9%	0%	-24%	u	2%	-1%	-1	11%	39%
O=C(CSC1=NC(=O)C(c2ccccc2)C(=O)N1)Nc1ccccc1[N+](=O)[O-] (centres undefined)	u	-9%	3%	-25%	-5%	50µM*	-6	u	-9%
Cc1ccc(S(=O)(=O)N2CCOCC2)cc1NC(=O)CNc1ccccc1N1CCCC1=O	3%	x	-6%	16%	8%	-8%	1	x	29%
Clc1ccc2nc(CSCc3ccccc3)cn2c1	-8%	-15%	-1%	9%	2%	-14%	-3	-13%	7%
Cc1cc(C)n(-c2nc3ccccc3nc2Nc2ccc(Cl)c(Cl)c2)n1	5%	-12%	4%	-7%	0%	-20%	-2	38%	x
O=C(NN1CCOCC1)c1cc(Cl)ccc1Cl	-13%	1%	-20%	22%	-3%	-11%	-9	3%	45%[activator]
Cn1cnc(S(=O)(=O)N2CCC(C(=O)Nc3ccc(Cl)c(C(F)(F)F)c3)CC2)c1	-2%[60.1 µM]	-4%	-7%	u	-1%	-28%	4	0%	x
Cc1ccccc1C(=O)NC1CCN(CC(=O)Nc2ccccc2Cl)CC1	-2%	-7%	0%	11%	5%	-3%	0	u	-3%
Cc1ccc(C(=O)CCNc2ccccc2)o1	-12%	-20%	16%	-4%	-1%	9%	8	8%	3%
O=C(CSc1nnc(CNC(=O)c2ccco2)o1)Nc1nc2ccccc2s1	-18%	-8%	-17%	10%	2%	4%	-5	19%	-2%
Cc1ccc(Nc2ncnc3c2cnn3C)c(C)c1	-2%	-23%	2%	-5%	5%	-8%	-7	18%	12%

Compound activity from PubChem.
